High-throughput results as filed in PubChem.
OXTR ag: agonists of human oxytocin receptor; P30559; CHO-OTR cells, Fluo-8 calcium fluorescence; normalized: DMSO 0%, oxytocin 100%; activation, % at 3 µM; 320,000 compounds, 0.32% hits; AID 2435;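 active = activation above the mean of all tested compounds plus 3 SD, cutoff set per screening run, cut at about 20% in these data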;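 note: peak over basal fluorescence ratio from a 100 s FLIPR kinetic read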
Target sequence (P30559 whole entry, looked up): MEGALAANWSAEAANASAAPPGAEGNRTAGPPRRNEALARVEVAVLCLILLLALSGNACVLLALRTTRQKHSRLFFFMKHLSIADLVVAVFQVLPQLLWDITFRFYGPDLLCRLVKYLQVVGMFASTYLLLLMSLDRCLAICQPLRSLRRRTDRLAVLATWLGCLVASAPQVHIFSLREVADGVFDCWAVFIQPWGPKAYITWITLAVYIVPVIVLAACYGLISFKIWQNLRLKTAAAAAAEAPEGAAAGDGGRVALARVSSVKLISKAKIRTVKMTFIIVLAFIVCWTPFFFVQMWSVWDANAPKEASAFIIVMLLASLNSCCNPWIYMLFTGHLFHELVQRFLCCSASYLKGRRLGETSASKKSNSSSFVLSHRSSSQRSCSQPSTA
* marks the source's active call; other numbers are inactive results. The list is partial; the hit share may differ from the screen's.

SMILES	OXTR ag
CC(=O)Nc1ccc(NC(=O)C(C)OC(=O)CCCN=C2NS(=O)(=O)c3ccccc32)cc1 (stereo not given)	3.6
c1ccc(-c2nnc(-c3ccccn3)nn2)nc1	0.1
O=S(=O)(Nc1cc(S(=O)(=O)N2CCOCC2)ccc1NCC1CCCO1)c1ccccc1F (stereo not given)	0.1
Cc1ccc(C)c(S(=O)(=O)N2CCN(C(=O)c3ccc(OCc4c(C)noc4C)cc3)CC2)c1	1.5
O=C(CNC(=O)c1nc[nH]c1C(=O)N1CCNCC1)OCc1ccccc1	0.5
c1ccc2c(c1)CCc1ccccc1C2=C1CCNCC1	-0.1
O=C(NNC(=S)NC(=O)c1ccc(F)cc1)c1ccncc1	0.6
Cc1cc(C)n2nc(C(=O)OCC(=O)N(C)CC(=O)Nc3ccccc3Cl)nc2n1	1.1
Cc1csc(=O)n1CC(=O)Nc1ccc(S(C)(=O)=O)cc1	0.1
O=C1OC(CC(=O)N(Cc2nnc(-c3ccc(Cl)cc3)o2)C2CC2)c2ccccc21 (stereo not given)	-0.1
O=C(CCc1nc2ccccc2c(=O)[nH]1)N1CCN(S(=O)(=O)c2ccccc2Br)CC1	-0.7
COC(=O)c1cc(COC(=O)CNC(=O)c2cccc(C)c2)oc1C	0.7
COCCN(C(=O)CSc1cc(C)c2ccccc2n1)c1c(N)n(CC(C)C)c(=O)[nH]c1=O	0.1
CN(Cc1ccc(F)cc1)C(=O)c1cccc(S(=O)(=O)N2CCN(c3ccccc3)CC2)c1	6.5
COc1cc(NC(=O)CCCN2C(=O)NC(C)(C)C2=O)cc(OC)c1	0.6
O=C(/C=C/c1ccc([N+](=O)[O-])cc1)OCC(=O)c1ccc[nH]1	2.5
O=C(NC(=S)Nc1ccccc1OC(F)F)c1ccc2c(c1)OCO2	0.8
Cc1nc(NC(=O)COC(=O)CCc2ccccc2)c(Cl)cc1Cl	-2.0
C[C@H](NC(=O)c1nc[nH]c1C(=O)N1CCc2ccccc2C1)c1ccccc1	-0.1
CN1CCc2c(sc(NC(=O)C3CCN(S(=O)(=O)c4cccs4)CC3)c2C(N)=O)C1	1.3
COc1cc(N)c(Cl)cc1C(=O)OCC(=O)N1CCCCCC1	3.5
Cc1csc(SC(C)C(=O)Nc2ccc(F)cc2Cl)n1 (stereo not given)	-1.4
COc1ccc(S(=O)(=O)N2CCOCC2)cc1NC(=O)CSc1ccc(F)cc1	0.4
Cc1nn(-c2ccccc2)c(C)c1C(=O)N1CCN(S(=O)(=O)c2ccccc2)CC1	0.8
C=CCN(Cc1cccc(OC)c1OC)C(=O)Oc1ccccc1	-0.7
O=c1ccc2c(-c3ccccc3S(=O)(=O)O)c3ccc(O)c(O)c3oc-2c1O	-1.7
Cc1csc(SCC(=O)Nc2oc(C)c3c(C)n[nH]c(=O)c23)n1	-0.2
CC(=O)NCCC(=O)Nc1cc(S(=O)(=O)N2CCOCC2)ccc1Oc1ccc(F)cc1	0.3
O=C(COC(=O)CCC(=O)c1ccccc1)NNC(=O)c1ccc(Cl)cc1	-0.5
CCCCN(C(=O)c1nn(C)c(=O)c2ccccc12)c1c(N)n(CC(C)C)c(=O)[nH]c1=O	-0.6
CC(C)(C)NC(=O)CSc1ccc(S(=O)(=O)N2CCOCC2)cn1	1.4
Nc1nc2c(ccc3ccccc32)s1	-0.5
Cc1ccccc1NC(=O)COC(=O)c1ccc2nc(C)c(C)nc2c1	1.8
CC(C)C(NC(=O)c1c(F)cccc1F)C(=O)N1CCN(S(=O)(=O)c2ccc(F)cc2)CC1 (stereo not given)	0.5
O=C(NCc1ccccc1Cl)c1cccc2c1C(=O)c1ccc(-c3ccc(OC(F)(F)F)cc3)cc1S2(=O)=O	0.6
Cc1nc2nc(-c3cccs3)[nH]c2cc1Br	-2.1
NC(=O)C1CCN(c2nc(-c3ccccc3F)cs2)CC1	0.8
CCCCn1c(N)c(N(CC)C(=O)C2=COCCO2)c(=O)[nH]c1=O	-1.5
CCCCn1c(N)c(N(CC(C)C)C(=O)c2ccc(N3C(=O)CCC3=O)cc2)c(=O)[nH]c1=O	-0.3
Cc1ccc(C(=O)c2c3ccc(C(F)(F)F)cc3nn2CCC(N)=O)cc1	0.3

Molecules above with a Cl atom (7):
SMILES	OXTR ag
Cc1cc(C)n2nc(C(=O)OCC(=O)N(C)CC(=O)Nc3ccccc3Cl)nc2n1	1.1
O=C1OC(CC(=O)N(Cc2nnc(-c3ccc(Cl)cc3)o2)C2CC2)c2ccccc21 (stereo not given)	-0.1
Cc1nc(NC(=O)COC(=O)CCc2ccccc2)c(Cl)cc1Cl	-2.0
COc1cc(N)c(Cl)cc1C(=O)OCC(=O)N1CCCCCC1	3.5
Cc1csc(SC(C)C(=O)Nc2ccc(F)cc2Cl)n1 (stereo not given)	-1.4
O=C(COC(=O)CCC(=O)c1ccccc1)NNC(=O)c1ccc(Cl)cc1	-0.5
O=C(NCc1ccccc1Cl)c1cccc2c1C(=O)c1ccc(-c3ccc(OC(F)(F)F)cc3)cc1S2(=O)=O	0.6

(next part)
SMILES	OXTR ag
N#CC1(NC(=O)COc2cc(F)ccc2[N+](=O)[O-])CCCCC1	2.4
CC(=O)N1CCN(C(=O)c2ccc(Cl)c(S(=O)(=O)N3CCc4ccccc43)c2)CC1	0.5
COC(=O)c1ccc(CNC(=O)COC(=O)CCC(=O)c2ccc(F)cc2)cc1	-0.9
Cc1ccc(NC(=O)CN2C(=O)NC(C)(CC(C)C)C2=O)c(Br)c1 (stereo not given)	-1.2
Nn1c(SCC(=O)N2CCCCCC2)nnc1-c1ccco1	1.1
CCN1CCN(S(=O)(=O)c2ccc(Cl)c(C(=O)NC3CCCCC3)c2)CC1	-1.2
Cc1ccc(S(=O)(=O)N2CCOCC2)cc1NC(=O)COC(=O)c1cncc(Br)c1	1.6
COc1cc(OC)cc(-c2c(C#Cc3ccsc3)c3cc(-c4cccc5[nH]cc(C=O)c45)ccc3n2C)c1	2.6
O=C(C1CCN(S(=O)(=O)c2ccc(F)cc2)CC1)N1CCCC(C(F)(F)F)C1 (stereo not given)	1.0
Cc1cc(Cl)ccc1OCC(=O)NNC(=O)C1CCN(c2ncnc3sc(C)c(C)c23)CC1	6.9
Nc1c(Cl)c(Cl)nc(C(=O)OCC(=O)N2CCCC2=O)c1Cl	0.8
Cc1nc(-c2cccc(NC(=O)c3ccc(-n4nccc4C)cc3)c2)cs1	-0.8
CCc1ccc(NC(=O)COC(=O)c2nc3nc(C)cc(C)n3n2)cc1	0.2
CC(OC(=O)CCCN=C1NS(=O)(=O)c2ccccc21)C(=O)Nc1ccccc1[N+](=O)[O-] (stereo not given)	4.4
COc1ccc([C@H]2CC(=O)C=C(c3ccc4ccn(C)c4c3)C2)cc1	1.8
COc1ccc(S(=O)(=O)N2CCOCC2)cc1NC(=O)CSc1nnnn1C1CC1	1.1
COc1ccc(COC(=O)c2ccc(Cl)c(S(=O)(=O)N3CC(C)OC(C)C3)c2)cc1 (stereo not given)	-0.8
Cc1cccc(OCC(=O)OC(C)C(=O)Nc2ccc(S(=O)(=O)N3CCCCC3)cc2)c1 (stereo not given)	2.5
CCc1ccc(NC(=O)COC(=O)CCC2CCCC2)cc1	-2.3
CC12CCC(=O)N1C(C(=O)Nc1cccc(S(=O)(=O)N3CCCCC3)c1)CS2 (stereo not given)	0.0
COc1ccc(C)cc1NC(=O)COC(=O)c1ccccc1SCC(=O)N1CCCC1	-2.3
CCN(C[C@H]1N[C@@](C)(C(=O)OC)[C@H]2C(=O)N(C)C(=O)[C@@H]12)S(=O)(=O)c1ccccc1	0.3
Cc1noc(C)c1CSCC(=O)N(C)CC(=O)Nc1ccc(F)c(F)c1F	0.4
COC(=O)[C@@H]1C[C@@H](C(=O)O)[C@H](C)C1(C)C	0.2
COc1ccc(CN(C)C(=O)c2ccc(OCC(=O)N3CCOCC3)c(OC)c2)cc1	0.5
CCC(=O)Nc1ccc(C(=O)COC(=O)CCN2C(=O)C3CC=CCC3C2=O)cc1 (stereo not given)	1.1
Cc1ccc(-c2noc(CCC(=O)NCc3ccccc3CN3CCOCC3)n2)cc1	0.8
Cc1nc(SCC(=O)N2CCN(c3ccccn3)CC2)c(C#N)c(C)c1C	-0.7
CC(NC(=O)CN(Cc1ccccc1)S(=O)(=O)c1ccccc1)c1cccnc1 (stereo not given)	-0.5
CCN(C(=O)COC(=O)CNC(=O)c1sc2ccccc2c1Cl)C1CCCCC1	-3.1

Retrieved one by one from the list above:
SMILES	OXTR ag
Cc1noc(C)c1CSCC(=O)N(C)CC(=O)Nc1ccc(F)c(F)c1F	0.4
COc1ccc(CN(C)C(=O)c2ccc(OCC(=O)N3CCOCC3)c(OC)c2)cc1	0.5

Carrying on.
SMILES	OXTR ag
CN(CCc1ccccc1)C(=O)c1cccc(NC(=O)Cc2cccc([N+](=O)[O-])c2)c1	7.1
Cc1ccc(C)c(NC(=O)CN(C)C(=O)c2cccc(Oc3ccccc3)c2)c1	2.8
Cc1cc(NS(=O)(=O)c2ccc(NC(=O)c3ccc([N+](=O)[O-])s3)cc2)nc(C)n1	1.6
O=C1C=C(c2ccc3ncccc3c2)C[C@@H](c2ccc(Cl)cc2)C1	-0.5
CCN(C(=O)CSc1nc2ccccc2c(=O)n1-c1ccccc1F)C1CCS(=O)(=O)C1 (stereo not given)	0.1
COc1cc(CCC(=O)Nc2ccc(S(=O)(=O)N3CCOCC3)cc2)cc(OC)c1OC	1.7
Cc1cc(C)c(OCC(=O)NCC2COc3ccccc3O2)c(C)c1 (stereo not given)	-1.4
CSCCC(NC(=O)c1ccc(Cl)cc1Cl)C(=O)NCc1ccncc1 (stereo not given)	-1.0
Cc1ccc(C)c(NC(=O)CN(C)C(=O)c2cccc(N3C(=O)CCC3=O)c2)c1	0.5
CC(/C=N/NC(=O)c1nnn(-c2nonc2N)c1CN1CCCCC1)c1ccccc1 (stereo not given)	-0.7
CN(C(=O)CSc1cccc[n+]1[O-])c1ccccc1	2.2
CCc1noc(C)c1C(=O)N1CCCSC1=Nc1ccccc1C(C)C	-2.1
CC(C)(C)c1ccc(OCCC(=O)OCC(=O)Nc2cccnc2Cl)cc1	0.9
CC(C)NC(=O)N(C)C[C@H]1Oc2c(NC(=O)C3CCCCC3)cccc2C(=O)N([C@H](C)CO)C[C@@H]1C	0.6
CC1CCCC(NC(=O)COC(=O)c2ccc3ncsc3c2)C1C (stereo not given)	-1.1
C[C@H](CO)N1C[C@H](C)[C@@H](CN(C)C(=O)Nc2ccccc2)Oc2ccc(NS(=O)(=O)c3cn(C)cn3)cc2C1=O	2.6
O=C(COC(=O)C1=COCCO1)Nc1c(F)cccc1F	0.4
CCOC(=O)[C@@H]1[C@H]2COc3ccccc3[C@@H]2N2C(=O)N(c3ccc(C(F)(F)F)cc3)C(=O)[C@@]12C	-1.6
CCCCN(Cc1nc2ccccc2c(=O)[nH]1)C(=O)COc1ccc(F)cc1Cl	2.2
Cc1cccc(NC(=O)CCc2nc3sc4c(c3c(=O)[nH]2)CCCC4)n1	1.2
CCc1ccc(NC(=O)C(C)OC(=O)c2ccc(-n3cnnn3)cc2)cc1 (stereo not given)	-1.0
Cc1ccc(OCC(=O)Nc2nc(C)c(Cl)cc2Cl)c([N+](=O)[O-])n1	0.3
C[C@H](CO)N1C[C@H](C)[C@@H](CN(C)S(=O)(=O)c2ccccc2)Oc2c(NC(=O)c3ccncc3)cccc2C1=O	1.2
CCC(=O)c1ccc(OCC(=O)N(CC)CC(=O)Nc2ccccc2OC)cc1	0.2
CN(CC(=O)Nc1ccc(Cl)c(C(F)(F)F)c1)CC(=O)NC1CCCCC1	16
CC[C@@]12C(=O)N(c3cccc(Br)c3)C(=O)N1[C@H](c1ccc(OC)cc1)[C@@H]1C(=O)N(C(C)(C)C)C(=O)[C@@H]12	-1.3
Cc1noc(C)c1NC(=O)N(C)C[C@H]1Oc2ccc(NC(=O)CCN3CCOCC3)cc2C(=O)N([C@H](C)CO)C[C@@H]1C	4.8
CCc1noc(C)c1C(=O)N1CCN(S(=O)(=O)c2ccc(Br)cc2Cl)CC1	0.5
O=C1N[C@H](Cc2ccccc2)COC(=O)[C@H](Cc2ccc(F)cc2)CC/C=C/C[C@H]1CC(=O)N(CCO)Cc1ccccc1	-0.9
C#CCOCCOCCOCCNc1nc(N2CCN(C(=O)Cn3cc(CCCCN)nn3)CC2)nc(N2CCN(C(=O)[C@H]([C@@H](C)CC)n3cc(CCCN=C(N)N)nn3)CC2)n1	-0.2
CC1CCC2(CC1)NC(=O)N(CC(=O)N1CCN(C(=O)c3cccs3)CC1)C2=O (stereo not given)	-0.8
CC(C)CC1NC(=O)c2ccc(Cl)cc2-n2c1nc1ccc(Cl)cc1c2=O (stereo not given)	0.0
CCN(CC(=O)Nc1ccccc1OC)C(=O)CN1C(=O)NC2(CCCC2)C1=O	0.3
COc1cc(OC)c(C(=O)OCC(=O)NCCC2=CCCCC2)cc1OC	-1.6
CC(C(=O)Nc1ccc(C#N)cc1)N(C)CC(=O)N(C)c1c(N)n(Cc2ccccc2)c(=O)[nH]c1=O (stereo not given)	0.4
O=C(Nc1ccccc1)c1ccccc1NC(=O)c1ccccc1[N+](=O)[O-]	-1.6
CN(CCOc1ccc(Cl)cc1)C(=O)Cc1ccc(S(=O)(=O)N2CCOCC2)s1	9.2
COc1ccccc1-n1ccnc(SCC(=O)NCc2ccccc2Cl)c1=O	-1.0
CCCCCN(C(=O)COC(=O)COc1c(C)cc(C)cc1C)c1c(N)n(CCCC)c(=O)[nH]c1=O	1.4
CC1CCCC(NC(=O)COC(=O)CCC(=O)c2ccc(F)cc2)C1C (stereo not given)	-1.9
Cc1cc(C(=O)COC(=O)c2cccc(O)c2)c(C)n1C1CC1	2.5
COc1ccc(Cc2nnc(SC(C)C(=O)Nc3ccc(C(N)=O)cc3)o2)cc1 (stereo not given)	2.3
